Screening data from PubChem.
APP 5'UTR act: activates APP 5'UTR luciferase reporter | SH-SY5Y APP 5'UTR luciferase reporter, luminescence; zero percent = DMSO vehicle wells | activation, % at 2 µM | 1% of 190,000 active;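 active = activation above a set limit, based on mean plus 3 SD of controls, cut at about 140% in these data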; note: values of inactives mirror those of a sister screen read the other way
FLuc inhib CS: counter-screen for luciferase assay inhibitors: firefly luciferase inhibition; ATPLite firefly luciferase biochemical luminescence, 10 min; AID 1006; P08659; 1.5% of 200,000 active; inhibition, % at 10 µM;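 active = inhibition above about 50% when tested at 10 µM, limit read from the data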
STAT1 activator: increases IFN-gamma driven STAT1 reporter signal; 2.6% of 200,000 active; activation (% of control), % at 5.5 µM; NIH 3T3 STAT1-luciferase reporter, luminescence; 100% = IFN-gamma alone, no compound; AID 932;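 active = activation above the screen-wide mean activation plus 3 SD, cut at about 130% in these data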;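 note: raw ratio to IFN-gamma control signal so 100% means no change and 0% no light; values of inactives mirror those of a sister screen read the other way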
FLuc act counter: firefly luciferase counter-screen for stimulation assays | AID 1027 | P08659 | 200,000 tested, under 10 active | ATPlite luciferase biochemical, luminescence, 10 min; 0 = ATP-free wells, 1 = DMSO control | activation factor at 10 µM;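 active = luciferase activation factor, scaled between plate controls, of at least 2 with compound at 10 µM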
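Material: Luciferase/luciferin reagent mix; Doses: test compounds dosed from 2 mM stocks in 100% DMSO; Schedule: 10 min incubation after luciferase reagent addition, room temperature; Measured by: luminescence from luciferase reaction; Read-out: luminescence gain marking luciferase activators.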
Diaphorase act: diaphorase activation or chemical reduction counter-screen | 0.005% of 190,000 active | Diaphorase/resazurin coupled assay, resorufin fluorescence, 16 min; active compounds read high; 1 = vehicle wells, 0 = NADH-free wells | activation factor at 20 µM | AID 1229;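 active = diaphorase activity raised at least twofold by the compound at 20 µM; inactive = activation factor below 2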
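Assay system: bacterial diaphorase enzyme (C. kluyveri) / Input: enzyme 0.07 U/mL final / Medium: 50 mM HEPES pH 7.4 with 4.542 mM MgCl2, 0.005% Tween 20 / Doses: single compound dose of 20 µM, 1% DMSO final / Incubation: 16 min enzyme reaction, ambient temperature / Signal: fluorescence, excitation 544 nm and emission 590 nm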
Diaphorase inh: counter-screen for diaphorase-based assays: diaphorase inhibitors and chemical oxidizers; diaphorase resazurin-to-resorufin fluorescence, NADH, 16 min; bacterial (C. kluyveri) enzyme, not human; inhibition, % at 20 µM; 0.69% of 190,000 active;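 active = primary screen inhibition at 20 µM above a set limit, cut at about 50% in these data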;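 note: plate controls were DMSO with full reaction for no effect and wells lacking NADH for full effect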
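Test system: diaphorase enzyme from Clostridium kluyveri; amount: diaphorase at 0.14 U/mL in enzyme working solution; detection: fluorescence of resorufin formed from resazurin, Ex 544/Em 590 nm; times: reaction incubation of 16 min at room temperature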
NF-kB neuron act: compounds increasing NF-kB expression in human neuronal cells; NF-kB reporter expression; active compounds read high; fold change at 12.5 µM; 1.6% of 190,000 active; AID 1239; in the data active = fold change above about 3.3
G6PDH counter: counter-screen for G6PDH assay hits: L. mesenteroides G6PDH inhibition; AID 1020; 0.12% of 200,000 active; inhibition, % at 5 µM; Purified L. mesenteroides G6PDH, diaphorase/resazurin coupled fluorescence, 45 min; in the data active = inhibition above about 50%
APP transl inh: APP translation inhibition | SH-SY5Y APP 5'UTR-luciferase reporter, luminescence | inhibition, % at 2 µM | 0.82% of 190,000 active;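 active = inhibition above a set limit, derived from the sample mean plus 3 SD, cut at about 45% in these data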; note: values of inactives mirror those of a sister screen read the other way
TLR4-MyD88 BLA: TLR4-MyD88 interaction inhibition in cells | O00206+Q99836 | HeLa CL3-4 TLR4/MyD88 BLA complementation, FRET ratio | inhibition, % at 8.4 µM | 0.18% of 200,000 active; in the data active = inhibition above about 25%;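 note: 0% = vehicle and 100% = reference inhibitor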
Target sequence (O00206 whole entry, looked up): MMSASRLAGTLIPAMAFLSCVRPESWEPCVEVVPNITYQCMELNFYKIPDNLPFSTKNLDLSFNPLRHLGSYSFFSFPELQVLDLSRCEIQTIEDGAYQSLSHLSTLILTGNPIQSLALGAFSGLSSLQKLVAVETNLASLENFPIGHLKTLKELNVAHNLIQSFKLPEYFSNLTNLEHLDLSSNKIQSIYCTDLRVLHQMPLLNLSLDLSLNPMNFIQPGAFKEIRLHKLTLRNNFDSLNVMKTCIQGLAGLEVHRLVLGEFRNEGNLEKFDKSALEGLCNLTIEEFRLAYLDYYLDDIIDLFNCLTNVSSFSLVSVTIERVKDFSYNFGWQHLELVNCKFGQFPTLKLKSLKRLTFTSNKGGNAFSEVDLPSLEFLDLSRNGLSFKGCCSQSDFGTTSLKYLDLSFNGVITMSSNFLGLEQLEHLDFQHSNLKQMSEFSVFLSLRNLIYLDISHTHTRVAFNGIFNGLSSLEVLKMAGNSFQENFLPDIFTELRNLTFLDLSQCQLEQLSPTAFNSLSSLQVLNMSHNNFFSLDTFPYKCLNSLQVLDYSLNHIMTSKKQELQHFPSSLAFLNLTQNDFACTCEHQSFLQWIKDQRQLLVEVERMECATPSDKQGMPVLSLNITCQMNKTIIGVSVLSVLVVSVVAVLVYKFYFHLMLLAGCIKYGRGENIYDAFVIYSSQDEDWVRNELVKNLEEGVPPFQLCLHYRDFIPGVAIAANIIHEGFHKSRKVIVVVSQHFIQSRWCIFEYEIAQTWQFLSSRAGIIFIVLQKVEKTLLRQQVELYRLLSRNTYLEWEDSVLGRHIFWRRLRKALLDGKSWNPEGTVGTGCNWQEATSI
Target sequence (Q99836 whole entry, looked up): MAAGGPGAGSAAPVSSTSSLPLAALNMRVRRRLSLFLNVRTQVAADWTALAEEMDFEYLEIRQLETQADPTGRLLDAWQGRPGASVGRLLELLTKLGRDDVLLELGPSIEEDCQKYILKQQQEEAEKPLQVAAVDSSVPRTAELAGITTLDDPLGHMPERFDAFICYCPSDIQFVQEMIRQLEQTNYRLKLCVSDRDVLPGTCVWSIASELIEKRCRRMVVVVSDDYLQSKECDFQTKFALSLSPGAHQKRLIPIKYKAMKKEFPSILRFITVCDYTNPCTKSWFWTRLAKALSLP
* = called active by the depositor; . = not tested or not shown.

SMILES	APP 5'UTR act	FLuc inhib CS	STAT1 activator	FLuc act counter	Diaphorase act	Diaphorase inh	NF-kB neuron act	G6PDH counter	APP transl inh	TLR4-MyD88 BLA
COc1ccc(S(=O)(=O)NCC2CCCN(C(=O)C3CCCC3)C2)cc1 (stereo not drawn)	19.7	-11.5	95.5	1.1	0.9	5.5	1.01	10.8	-19.7	0.7
COc1ccc(N2CCn3c2nc2c3c(=O)n(CCN3CCOCC3)c(=O)n2C)cc1	.	-7.6	.	1.1	1.2	-19.3	.	2.6	.	.
CCOC(=O)C1(Cc2ccccc2)CCN(CC2CC=CCC2)CC1 (stereo not drawn)	5.6	-6.3	99.5	1.1	0.9	6.8	1.37	2.5	-5.6	14.0
Cc1ccc2c(CC(=O)NCc3cccs3)coc2c1	19.0	4.0	94.5	1	1	-0.9	1.04	-1.3	-19.0	7.9
CCN(CCO)Cc1cc(=O)oc2c(C)c(C)ccc12	-7.7	-0.5	101.1	1	0.8	15.6	1.24	3.1	7.7	-7.8
CCC(C)NS(=O)(=O)c1ccc(OC)c(Cl)c1Cl (stereo not drawn)	17.5	-3.5	102.1	1	1	1.3	0.94	-3.1	-17.5	9.3
CCCCCCCCC(=O)N/N=C/c1ccccn1	12.8	-6.7	100.0	1.1	0.9	9.1	0.91	-3.6	-12.8	-0.1
Cc1nc(NC(=O)/C=C/c2ccccc2)sc1C(=O)NCCO	19.2	0.4	104.7	1	1	-3.3	1.33	4.4	-19.3	-12.4
Cc1ccc(C(=O)NC(O)C(Cl)Cl)cc1 (stereo not drawn)	-6.6	-5.4	96.9	1.1	0.9	11.8	1.01	1.4	6.6	-18.9
O=C(COc1ccc2ccccc2c1)N1CCN(c2ccccc2O)CC1	0.3	-1.5	102.0	1	0.8	18.2	0.85	-1.5	-0.3	10.0
Cc1ccc(S(=O)(=O)N2c3ccccc3OCC2C(C)(C)C)cc1 (stereo not drawn)	-2.7	-2.0	96.2	1	0.8	20.3	0.98	2.9	2.7	1.1
COc1cc(/C=C2\SC(=S)N(Nc3ccccc3)C2=O)cc(OC)c1OC	17.9	-9.9	100.6	1.1	0.7	30.6	1.65	1.6	-17.9	11.8
COCCOC(=O)C1=C(C)OC(N)=C(C#N)C1c1ccco1 (stereo not drawn)	10.8	-3.2	98.6	1	1.2	-15.6	1.2	11.9	-10.8	4.0
Cc1cc(C)n(-c2nc3nonc3nc2Nc2cccc(C)c2C)n1	2.2	-2.8	99.3	1	0.9	14.9	1.03	-5.5	-2.2	11.2
O=c1c2ccccc2nnn1CSc1nnc(-c2ccco2)o1	14.9	-4.9	89.6	1	1	0.5	1.09	3.4	-14.9	1.4
CCCCn1c(N)c(N(CC)C(=O)c2cc(Br)ccc2Cl)c(=O)[nH]c1=O	8.9	-2.6	98.1	1	1	-0.8	0.95	5.5	-8.9	-10.7
Cc1cc2nc(-c3ccc(SCc4ccccn4)nc3)[nH]c2cc1C	48.9	17.5	134.7*	0.8	0.9	10.6	2	13.7	-48.9	-16.3
COc1cc(N2CCCC2)c(OC)cc1/C=C(/C#N)c1cccc(F)c1	6.7	-1.1	102.2	1	0.8	15.8	1.4	24.1	-6.7	13.0
CC1CCCN(CC(O)COCc2ccc3c(c2)OCO3)C1 (stereo not drawn)	-8.3	-4.6	105.2	1	1	2.5	0.9	7.1	8.3	3.4
C/C(CC(=O)NCCCN1CCOCC1)=N\NC(=O)COc1cccc2ccccc12	7.0	-5.5	109.0	1.1	1	3.1	1.22	2.3	-7.0	-4.7

Full records, quoted from the list.
`COc1cc(N2CCCC2)c(OC)cc1/C=C(/C#N)c1cccc(F)c1` is listed with APP 5'UTR act = 6.7; FLuc inhib CS = -1.1; STAT1 activator = 102.2; FLuc act counter = 1; Diaphorase act = 0.8; Diaphorase inh = 15.8; NF-kB neuron act = 1.4; G6PDH counter = 24.1; APP transl inh = -6.7; TLR4-MyD88 BLA = 13.0
`CCCCn1c(N)c(N(CC)C(=O)c2cc(Br)ccc2Cl)c(=O)[nH]c1=O` is listed with APP 5'UTR act = 8.9; FLuc inhib CS = -2.6; STAT1 activator = 98.1; FLuc act counter = 1; Diaphorase act = 1; Diaphorase inh = -0.8; NF-kB neuron act = 0.95; G6PDH counter = 5.5; APP transl inh = -8.9; TLR4-MyD88 BLA = -10.7
`Cc1ccc(S(=O)(=O)N2c3ccccc3OCC2C(C)(C)C)cc1` (stereo not drawn) is listed with APP 5'UTR act = -2.7; FLuc inhib CS = -2.0; STAT1 activator = 96.2; FLuc act counter = 1; Diaphorase act = 0.8; Diaphorase inh = 20.3; NF-kB neuron act = 0.98; G6PDH counter = 2.9; APP transl inh = 2.7; TLR4-MyD88 BLA = 1.1

Additional results
SMILES	APP 5'UTR act	FLuc inhib CS	STAT1 activator	FLuc act counter	Diaphorase act	Diaphorase inh	NF-kB neuron act	G6PDH counter	APP transl inh	TLR4-MyD88 BLA
CCOc1cccc(-c2nnc3sc(COc4ccc(Cl)cc4)nn23)c1	-15.6	-12.8	104.0	1.1	0.9	12.5	1.23	4.0	15.6	-9.2
Cc1c(-c2cccc(Cl)c2)nc2ccccc2c1C(=O)OC/C(O)=C(\C#N)c1nc2ccccc2[nH]1	-24.8	-7.5	90.8	1.1	1	-1.3	0.98	4.4	24.8	6.3
CO/N=C/NC(=O)C1=NOC(CNc2ncc(C(F)(F)F)cc2Cl)C1 (stereo not drawn)	.	-6.4	98.5	1.1	0.8	16.8	1.21	5.5	.	-3.3
COc1ccccc1/C=C/C=N/NC(=O)c1ccc2nc[nH]c2c1	-3.6	10.4	104.3	0.9	0.9	5.2	0.8	-4.2	3.7	8.5
O=C(c1ccc2c(c1)OCO2)C1CCCN(Cc2ccc3nsnc3c2)C1 (stereo not drawn)	13.3	-3.2	91.5	1	0.8	16.3	1.28	18.6	-13.3	2.1
CC1=CC(c2ccccc2)n2nc(N3C(=O)c4ccccc4C3=O)nc2N1 (stereo not drawn)	-6.2	-7.7	103.0	1.1	0.8	15.6	0.84	-4.3	6.2	1.4
Cc1ccc(C(=O)NNC(=O)c2cc(OCC(F)(F)F)ccc2OCC(F)(F)F)cc1	2.0	-6.0	97.0	1.1	0.9	5.9	0.97	10.1	-2.0	-11.9
COc1cc(C(=O)NNC2=CC(=O)CC(C)(C)C2)cc(OC)c1OC	1.8	-7.4	101.6	1.1	0.9	5.7	0.94	4.4	-1.8	0.8
Cc1ccc(-c2cc(C(=O)OCC(=O)N(C)C3CCS(=O)(=O)C3)c3ccccc3n2)o1 (stereo not drawn)	4.3	24.2	113.6	0.8	1	-1.7	1.12	-0.5	-4.3	-4.9
O=C(CCCN1C(=O)c2ccccc2C1=O)N1CCN(c2ccccn2)CC1	-2.6	-7.5	98.7	1.1	1	4.0	0.99	2.2	2.6	-10.7
CSc1nc2c(cnn2-c2ccc(C)c(C)c2)c(=O)[nH]1	1.3	-9.5	101.5	1.1	0.9	7.9	1.06	-6.7	-1.3	-3.9
Cc1ccc(C(=O)Oc2cc(C)n(C)c(=O)c2)cc1	6.7	6.0	93.8	0.9	1	4.5	0.93	-0.2	-6.7	-7.3
CC(C)(C)C(=O)Nc1ccccc1C(=O)Nc1ccccn1	-4.3	-2.4	100.9	1	1	0.6	1.16	-3.6	4.3	7.0
N#CCCn1[nH]c(-c2ccccc2)cc1=O	-8.8	-5.4	106.9	1.1	0.9	11.6	1.07	-8.4	8.8	-9.1
COc1ccc2c(CC(=O)Nc3nccs3)coc2c1	26.3	9.2	112.9	0.9	0.9	11.6	1.63	1.5	-26.3	1.2
CCOC(=O)CSc1nc(C(C)C)nc2sc(C)c(C)c12	-15.7	-2.8	89.8	1	0.9	14.2	1.38	15.4	15.7	-5.9
Cc1nonc1CC(=O)N1CCCC(C(=O)c2ccc(Cl)cc2)C1 (stereo not drawn)	-3.7	-5.6	106.1	1.1	0.8	22.9	0.93	5.2	3.7	-11.4
COc1cc(NC(=O)c2ccc3c(c2)OCCO3)ccc1NC(=O)c1cccs1	11.5	29.8	107.6	0.7	0.9	13.7	0.74	20.9	-11.5	-1.2
O=S(=O)(/C=C/c1ccccc1)N1CCN(Cc2ccc3c(c2)OCO3)CC1	-10.6	2.0	102.1	1	0.9	12.6	1.27	0.1	10.6	8.1
NS(=O)(=O)c1cccc(NC(=O)c2cc3ccccc3o2)c1	16.8	83.7*	113.8	0.2	1	4.6	1.28	3.9	-16.8	9.2
COCCSc1nnc(NC(=O)Cc2ccc(OC)c(OC)c2)s1	-16.0	-5.7	104.5	1.1	0.9	8.9	1.11	6.4	16.0	6.3
Cc1ccc(S(=O)(=O)CCc2nc3ccccc3s2)cc1C	5.5	-1.8	99.1	1	0.9	14.7	1.03	6.0	-5.5	5.3
Cc1ccc(S(=O)(=O)/C(=C/Cl)NC(=O)c2ccccc2)cc1	-22.4	-6.3	77.5	1.1	0.9	5.0	1.62	3.9	22.4	-8.0
CN(C)C(=O)COC(=O)/C=C/c1cn(-c2ccccc2)nc1-c1cccs1	8.7	-2.9	110.3	1	0.8	15.8	1.01	-2.1	-8.7	5.1
Cc1cc(Cl)ccc1OCC(=O)NCCOc1nc(N2CCCCC2)nc(N2CCOCC2)n1	.	-2.5	88.1	1	0.9	9.9	1.03	12.6	.	-7.5
COc1cccc(CNC(=O)CCNS(=O)(=O)c2cccs2)c1	1.3	-2.5	103.9	1	1	2.7	1.12	-2.1	-1.3	-3.4
COc1ccccc1NC(=O)c1ccc(-c2ccc(Br)cc2)o1	19.4	4.3	101.9	1	0.9	10.2	1.65	1.6	-19.4	-12.4
CCOC(=O)c1cc(C(=O)Nc2ccccc2F)nn1C	11.2	14.4	133.4*	0.9	0.9	12.9	5.89*	1.7	-11.2	0.6
Cc1nn(C(C)C(=O)NCc2cccs2)c(C)c1[N+](=O)[O-] (stereo not drawn)	-2.8	-2.8	101.6	1	0.9	8.4	1.02	3.0	2.8	-6.4
COc1ccc(NC(=O)CCC(=O)OC(C(=O)c2ccccc2)c2ccccc2)cc1 (stereo not drawn)	2.0	-2.3	98.3	1	0.9	14.2	1.15	8.1	-2.0	-7.7
COCCn1nnnc1CN1CCN(c2cccc(C(F)(F)F)c2)CC1	3.0	-2.6	102.7	1	1	3.3	1.14	0.6	-3.0	-2.9
O=C(NC(c1ccc(Cl)cc1)c1c(O)ccc2ccccc12)c1ccccc1 (stereo not drawn)	-7.8	-4.4	100.0	1	0.8	20.3	1.07	-11.1	7.8	3.4
COC(=O)c1ccccc1OCCN1CCCCCC1	5.2	-0.1	96.0	1	1	4.8	0.97	15.6	-5.2	6.1
CC(C)C[C@H](NC(=O)c1nc[nH]c1C(=O)NCc1ccccc1)C(=O)OC(C)(C)C	14.2	-3.5	98.0	1	0.6	38.1	0.76	8.4	-14.2	-6.0
CCS(=O)(=O)NCC(c1cccnc1)N1CCN(c2ccc(F)cc2)CC1 (stereo not drawn)	-0.3	-3.3	101.6	1	0.9	5.3	0.94	3.9	0.3	6.7
CN1C(=O)SC(Nc2cccc3ccccc23)C1=O (stereo not drawn)	4.6	-7.6	98.7	1.1	0.9	8.7	1.25	8.8	-4.6	-4.3

Compounds as they come; about 5.6% have a hit in one of these screens.
